# Bioassay records as filed in PubChem BioAssay.
# MKP-3 inhibition: MKP-3 phosphatase inhibitors, primary screen, biochemical, rat enzyme, in vitro (AID 425); Dual specificity protein phosphatase 6 (Rattus norvegicus); recombinant MKP-3 phosphatase activity, fluorescence; higher % means a stronger effect; inhibition, % at 20 µM; hits with a dose series show IC50 in µM; 0.17% of 110,000 active; in the data active = inhibition above about 50%;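 note: plate controls were vehicle for no effect and reference inhibitor for full effect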
# Hsp70 inhibitors: Hsp70 inhibitors, probe displacement, primary screen, biochemical, fluorescence polarization (AID 583) | Heat shock 70 kDa protein 1A (Homo sapiens) | Hsp70 fluorescence polarization probe displacement, mP; higher % means a stronger effect | displacement, % at 20 µM, or IC50 in µM where a hit was titrated | 0.06% of 140,000 active; in the data active = displacement above about 50%;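 note: plate controls were vehicle for no effect and reference ligand for full effect; a part of the inactive calls stands beside numbers as strong as those of hits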
# * = called active by the depositor; nt = not tested or not shown. The list is partial; count on the stated rates, not on these rows.
SMILES,MKP-3 inhibition,Hsp70 inhibitors
COc1ccc(C(=O)c2ccccc2)c(O)c1,7.7%,0.3%
CCCOc1ccc2nc(NC(=O)OC)[nH]c2c1,-1.8%,3.1%
CCN(CCCCOC(=O)c1ccc(OC)c(OC)c1)C(C)Cc1ccc(OC)cc1 (configuration not stated),6.0%,-4.3%
O=C(NCCCN1CCOCC1)c1ccc(Cl)cc1,-0.1%,4.7%
O=C(Nc1ccccc1)Nc1ccc(NC(=O)Nc2ccccc2)cc1,0.2%,4.6%
CC(C)(C)NCC(O)COc1cccc2c1C[C@H](O)[C@H](O)C2 (some centres not stated),-1.9%,nt

# Entries of single compounds as entered above.
# CCCOc1ccc2nc(NC(=O)OC)[nH]c2c1 is entered as MKP-3 inhibition: -1.8%; Hsp70 inhibitors: 3.1%
# O=C(NCCCN1CCOCC1)c1ccc(Cl)cc1 is entered as MKP-3 inhibition: -0.1%; Hsp70 inhibitors: 4.7%

# Three entries already listed, arranged by count of non-hydrogen atoms, smallest number first:
SMILES,MKP-3 inhibition,Hsp70 inhibitors
COc1ccc(C(=O)c2ccccc2)c(O)c1,7.7%,0.3%
O=C(Nc1ccccc1)Nc1ccc(NC(=O)Nc2ccccc2)cc1,0.2%,4.6%
CCN(CCCCOC(=O)c1ccc(OC)c(OC)c1)C(C)Cc1ccc(OC)cc1 (configuration not stated),6.0%,-4.3%
